High-throughput results (PubChem BioAssay)
Nrf2 ARE act = activates Nrf2 signaling | Potency, µM (highest dose often 46.1 µM), for the others: at the top dose activation, actives largely listed as activators | actives 0.31% (n = 410,000) | AID 624171 | AREc32 ARE-luciferase reporter (MCF7-derived line), luminescence, 24 h; also: potency is read from the fitted curve at half-maximal effect; % of control where 0% means no effect; nearly all actives have a fitted effect of over 65% in size
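Nrf2 activation is followed as ARE-luciferase induction in the AREc32 line after one day of compound treatment; luminescence is read with Steady-Glo.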
A549 tox = A549 cytotoxicity, counter-screen for Nrf2 inhibitors; A549 ARE-Fluc cells, CellTiter-Fluor viability, 18-24 h; Potency, µM (series often up to 46 µM), inactives show at the highest dose activity change, negative = cytotoxicity, usual class: inhibitors; actives 0.16% (n = 390,000); AID 504648; also: potency is read from the fitted curve at half-maximal effect; % is scaled to controls: 0 for no effect and ±100 for the full control effect
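A549 ARE-Fluc cells in 5% FBS OPTI-MEM, 5000 cells/well, rested 2 h then exposed to compounds in concentration-response for 18-24 h at 37 °C. Viability by CellTiter-Fluor fluorescence (Ex 405/Em 525) after 30 min; luciferase luminescence (BugLite, 15 min, RT) read afterwards.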
S2 tox = cell viability loss in ATXN counter-screen; Potency, µM (highest dose often 56.7 µM), usual class: cytotoxic; S2 cells (HEK-293 line with an ATXN2-luciferase reporter) viability, CellTiter-Fluor protease fluorescence, 24 h; actives 0.49% (n = 400,000); also: potency is read from the fitted curve at half-maximal effect; nearly all actives have a fitted effect of over 40% in size
MmCpn inh = blocks the Methanococcus maripaludis chaperonin Mm-Cpn; actives 0.031% (n = 330,000); Potency, µM (doses to about 76.9 µM), for the others: at the top dose activity, negative = inhibition, actives largely listed as inhibitors; purified Mm-Cpn ATPase, ADP Transcreener TR-FRET; also: potency is read from the fitted curve at half-maximal effect; % is scaled to controls: 0 for no effect and ±100 for the full control effect; nearly all actives have a fitted effect of over 80% in size
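25 nM Mm-CPN + cpd, 10 min 37°C; + 10 uM ATP, 30 min 37°C; buffer 30 mM Tris pH 7.4, 100 mM KCl, 5 mM MgCl2, 1 mM DTT; Transcreener ADP HTRF detection 30 min RT.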
CCT chaperon mod = cytosolic chaperonin activity modulation | purified chaperonin ATPase assay, HTRF ADP detection, 30 min | activity change, % (no concentration beside the values), hits read low | actives 0.3% (n = 360,000) | AID 651819; in the data active = activity change below about -30%; also: % is scaled to controls: 0 for no effect and ±100 for the full control effect
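We incubate TRiC, 40 or 20 nM final, with library compounds at 76 uM and 10 uM ATP for 30 min at 37 °C. ADP formed is detected with Transcreener HTRF reagents after 30 min at room temperature.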
TGFb inhibitor = blocks TGF-b signaling; actives 1.2% (n = 410,000); Potency, µM (top dose mostly 46.1 µM), for inactives: at the highest dose activity, negative = inhibition, usual class: inhibitors; HepG2 CAGA-GFP TGF-b/SMAD3 reporter, GFP fluorescence, 18 h; TGF-beta stimulated, 500 pg/mL final; AID 588855; also: potency is read from the fitted curve at half-maximal effect; % is scaled to controls: 0 for no effect and ±100 for the full control effect; nearly all actives have a fitted effect of over 65% in size
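HEPG2 CAGA-GFP reporter cells (1000/well, DMEM with 1% FBS) received compounds, then recombinant TGF-beta at 500 pg/mL final for 18 hours at 37 degrees C. Per-cell GFP summed per well was normalised to unstimulated and stimulated DMSO controls before curve fitting.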
HepG2 tox = HepG2 cytotoxicity, counter-screen for TGF-b inhibitors; Potency, µM (top dose mostly 46.1 µM), inactives show at the highest dose activity change, negative = cytotoxicity, most hits filed as cytotoxic; AID 588856; HepG2 CAGA-GFP viability, ATP luminescence, 18 h; actives 0.76% (n = 410,000); also: potency is read from the fitted curve at half-maximal effect; some results filed as inactive show a strong effect at the top dose
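CellTiter-Glo luminescence gave cytotoxicity after 18 hours at 37 degrees C. The cells were HepG2 CAGA-GFP in 1% FBS DMEM, stimulated with 500 pg/mL TGF-beta after compound addition. %Activity was normalised to no-cell wells (complete cell-killing) and DMSO (no toxicity), and curves were fitted and classified.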
pAkt inh = Akt phosphorylation inhibition | Neuro2A IGF-stimulated pAkt S473 HTRF, 20 min; stronger effect = lower value | activity change, % for hits at 50 µM | actives 0.32% (n = 360,000) | AID 651550; in the data active = activity change below about -80%; inconclusive = mostly about -51% to -80%; also: % is scaled to controls: 0 for no effect and ±100 for the full control effect
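Neuro2A cells (4,500/well, DMEM with 0.5% FBS) were treated with compound at a single 50 µM final concentration, stimulated with 6 nM IGF for 20 min at 37 °C, and lysed. Phospho-Akt Ser473 was read by HTRF as 665/615 ratio ×10^4.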
Nrf2 inh = inhibitors of Nrf2 signaling. A549 ARE-Fluc reporter, luciferase luminescence, 18-24 h. Potency, µM (series often up to 46 µM), for inactives: at the top dose activity change, negative = inhibition, actives largely listed as inhibitors. actives 2.1% (n = 360,000). AID 504444; also: potency is read from the fitted curve at half-maximal effect; % is scaled to controls: 0 for no effect and ±100 for the full control effect; nearly all actives have a fitted effect of over 60% in size
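In this cell-based qHTS, ARE-driven firefly luciferase in A549 cells reports Nrf2 activity; the luminescent signal after BugLite lysis is the measured value, with a prior CellTiter-Fluor read for cell health.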
* hit, by the source's call; i = inactive; ? = inconclusive; . = not tested or not shown; [ ] = another dose, or the depositor's remark. Unless noted, calls follow the shape of the dose curve; as a rule, active = well fitted curve in the direction sought with a large enough effect; inconclusive = small, poorly fitted or top-dose-only effect, or another doubt; inactive = no such curve, though single readings can be large; an effect the other way counts as inactive or inconclusive.

SMILES,pAkt inh,TGFb inhibitor,CCT chaperon mod,Nrf2 inh,A549 tox,HepG2 tox,S2 tox,Nrf2 ARE act,MmCpn inh
O=C(NCc1ccccc1Cl)c1ccc(S(=O)(=O)NCc2ccco2)cc1,i,0%,-0.6,2%,1%,-5%,i,-0.4%,1%
CN(CC(=O)Nc1ccc(F)c(F)c1F)C(=O)C1CCCC1,i,2%,-1.5,7%,1%,7%,i,-0.3%,1%
COc1ccc(C(=O)Nc2cccc3c2CCCC3)c(OC)c1,i,10%,-0.9,-10%,-10%,5%,?,-0.6%,.
Cc1ccccc1OCC(=O)NC(=S)Nc1ccccc1N1CCN(S(C)(=O)=O)CC1,i,-16%,-5.3,-16%,-14%,4%,i,0.3%,-4%
O=C(Oc1ccc(Oc2ccccc2)cc1)N1CCC(O)CC1,i,-15%,-0.8,7%,-1%,-16%,i,-0.1%,0%
O=C(CCS(=O)(=O)c1ccccc1)Nc1ccc(-c2nc3ccccc3s2)cc1,i,-13%,-0.3,?,0%,23%,i,0.0%,-20%
Cc1c(OCc2ccc([N+](=O)[O-])cc2)ccc2c3c(c(=O)oc12)CCC3,i,-1%,-1.8,?,4%,27%,i,0.6%,0%
CCOc1ccc(/C=N/NC(=O)c2c(-c3ccccc3)noc2C)cc1,i,?,-1.2,2%,0%,-1%,i,0.2%,?
COc1ccc(CCNC(=O)Cn2ncc3c(=O)oc4ccccc4c32)c(OC)c1,.,-11%,.,-5%,1%,-21%,i,0.2%,.
CCCCCNCc1ccc(Br)cc1,i,0%,1.6,-15%,11%,-28%,i,-0.1%,-2%
Cc1onc(-c2c(F)cccc2Cl)c1C(=O)N=C(N)N1CC(C)OC(C)C1 (stereo unspecified),i,-16%,1.7,-6%,0%,24%,i,0.3%,4%
Cc1cc(NC(=O)c2ccc(F)cc2)n(CCOC(=O)c2ccc(F)cc2)n1,i,-13%,-1.7,-21%,0%,-1%,i,2.5%,3%
CN(C(=O)C1CC1)c1ccccc1,i,3%,1.1,.,.,2%,i,-0.4%,.
Cc1ccccc1CN1C[C@@H]2C[C@@H](c3cn[nH]c3-c3ccc(F)cc3)N3CCC[C@@]23C1=O,i,?,0.8,-16%,-4%,-10%,i,0.3%,2%
CC(=O)Nc1cccc(-c2csc(Nc3ccc(Cl)cn3)n2)c1,i,?,0.0,-11%,-11%,-36%,?,2.7%,1%
N#Cc1ccc(S(=O)(=O)NCCc2ccncc2)cc1,i,-5%,3.5,1%,8%,0%,i,-0.3%[9.22 µM],.
FC(F)(F)c1ccc(Cl)c(N/N=C/c2ccc(N3CCOCC3)s2)c1,i,?,-2.3,6%,-5%,-18%,i,13%,-1%
COc1cc(C2CC(=O)Nc3n[nH]c(-c4ccccc4)c32)cc(OC)c1OC (stereo unspecified),i,17%,-0.3,-16%,-9%,-8%,?,4.7%,2%
COc1cc(NC(=O)CN2C(=O)COc3ccccc32)cc(OC)c1,i,-3%,-2.6,-2%,2%,-9%,i,1.6%,.
Cc1cccc(N(CC(=O)Nc2ccccc2C(F)(F)F)S(=O)(=O)c2ccccc2)c1C,.,-32%,.,?,8%,-20%,i,3.4%,.
CCOC(=O)c1ccc(N2C(=O)CC(Nc3ccc(CCO)cc3)C2=O)cc1 (stereo unspecified),i,?,0.4,6%,0%,-15%,i,0.0%,0%
O=C(CN1C(=O)NC2(CCCC2)C1=O)OCc1cccc(Br)c1,i,1%,-2.1,22%,0%,-15%,i,-0.7%,-1%
C=C(C)Cn1c(C(C)NC(=O)CCC)nc2ccccc21 (stereo unspecified),i,-6%,1.2,22%,2%,10%,i,-0.6%,2%
CC(=O)Nc1cccc(C(=O)OCC(=O)NC(=O)NC2CCCC2)c1,i,10%,-0.8,.,.,-5%,i,-0.1%,.
CC(=O)C1CCN(Cc2ccccc2)CC1,i,40%[activator],-2.9,15%,4%,-14%,i,1.7%,1%
O=C(C#Cc1ccccc1)c1ccco1,i,3.2µM*,-0.6,21µM*,?,11µM*,?,-1.9%,?
CCOc1ccc(N(CC(=O)NC2CCCC2)C(=O)CCC(=O)Nc2nc(C)cs2)cc1,i,8%,0.5,-1%,-5%,-2%,i,-0.5%,2%
COc1ccc(NC(=O)c2ccccc2NC(=O)CSc2ccc(C)cc2)cc1,i,-17%,0.0,?,?,-33%,i,-0.6%,1%
CCOC(=O)c1ccccc1NC(=O)COC(=O)C(CC(C)C)NC(N)=O (stereo unspecified),i,-14%,-1.9,-2%,1%,1%,i,0.0%,1%
Cc1cccc(Cc2c(C)nc3nc(SCc4ccccc4Cl)nn3c2C)c1,.,?,.,3%[9.27 µM],0%,16%,i,0.5%,.

An excerpt from above, showing only Nrf2 inh, TGFb inhibitor and S2 tox:
molecule | Nrf2 inh | TGFb inhibitor | S2 tox
COc1ccc(NC(=O)c2ccccc2NC(=O)CSc2ccc(C)cc2)cc1 | ? | -17% | i
O=C(C#Cc1ccccc1)c1ccco1 | 21µM* | 3.2µM* | ?

New compounds follow
SMILES,pAkt inh,TGFb inhibitor,CCT chaperon mod,Nrf2 inh,A549 tox,HepG2 tox,S2 tox,Nrf2 ARE act,MmCpn inh
CC(C)C(OC(=O)c1cc2c(s1)CCCCC2)C(=O)NC(N)=O (stereo unspecified),i,?,0.8,-2%,-3%,-6%,i,2.7%[9.22 µM],1%
O=C(CN1CCN(C(=O)c2ccco2)CC1)Nc1ccc(Br)cc1,i,-1%,-2.2,-4%,1%,1%,i,-0.3%,2%
CCSc1nnc(NC(=O)CSc2nncc(=O)n2N)s1,i,9%,-2.4,-12%,-8%,-6%,i,-0.2%,-1%
O=C(CCCc1nc(-c2ccc(Cl)cc2)no1)NC1CCCCC1,i,-18%,-4.7,3.7µM*,-15%,-14%,i,0.2%,-1%
COC(=O)c1ccc(/C=N/OCC(=O)NCCc2ccc(OC)c(OC)c2)cc1,i,1%,-0.3,7%,0%,4%,i,-0.2%,0%
CCNC(=O)Nc1cc(S(=O)(=O)Nc2ccc(OC)cc2)ccc1N1CCOCC1,i,-21%,3.5,4.1µM*,-15%,-16%,i,0.5%,?
COc1ccc(Cl)cc1-c1nc(SCC(=O)NC2CCS(=O)(=O)C2)n[nH]1 (stereo unspecified),i,-13%,0.2,-17%,1%,-2%,i,28%,-1%
CC1N=C(SCC(=O)c2ccc(F)cc2)N2C(C)N=C(SCC(=O)c3ccc(F)cc3)N12 (stereo unspecified),i,2%,-0.7,.,.,-5%,i,4.6%,.
O=C(O)c1cccc(NC(=S)N/N=C/c2c[nH]c3ccccc23)c1,i,-3%,-1.8,?,-2%,6%,i,0.1%,-1%
Cc1ccc(C(=O)Cn2cnc3ccccc3c2=O)cc1,i,0%,-1.4,?,0%,8%,i,0.0%,0%
COc1ccccc1Cc1nc(-c2ccc(C)cc2)no1,i,24%,-2.9,?,0%,-7%,i,3.5%,2%
O=C(NCCC(=O)N1CCCC1)c1ccccc1Cl,i,-4%,-6.9,?,3%,-33%,i,-1.9%,-6%
Cc1cccc(C(=O)NNC2=C(C(=O)C(F)(F)F)CCC2)c1O,i,?,-3.2,?,?,-44%,i,7.1%,0%
CC1CC(NC(=O)/C=C/C(=O)O)CC(C)(C)C1 (stereo unspecified),i,0%,1.6,13%,2%,-25%,i,-0.3%,-1%
CN(C)S(=O)(=O)c1cc(NC(=O)COC(=O)/C=C/c2ccco2)ccc1Cl,i,-34%,1.5,-1%,-11%,-27%,i,21%,0%
Cc1cc(NCc2ccccc2)n2ncc(-c3ccccc3)c2n1,i,20%,-1.6,?,2%,3%,i,2.9%,-6%
O=C(c1ccccc1)c1ccc(O)cc1O,i,191%[activator],0.1,-21%,0%,3%,i,-0.6%,-1%
CCOC(=O)c1ccc(CSc2nnc(-c3ccncc3)n2N)cc1,i,-11%,-2.3,.,12%,-26%,i,0.2%,.
O=C(O)c1ccc(N/C(=N\S(=O)(=O)c2ccc(Cl)cc2)c2ccccc2)cc1,i,-3%,-2.9,-13%,0%,0%,i,-0.5%,2%
CCCCCC(=O)N/N=C/c1cccs1,i,13%,0.0,.,-1%,3%,i,0.1%,1%
Cn1c(=O)n(CCc2ccccc2)c(=O)c2c1nc1n2CCCN1CCc1ccccc1,i,3%,0.2,.,?,-30%,i,-0.2%,2%
CN(C)NC(=S)Nc1cccc(Cl)c1,i,-15%,1.6,16%,2%,7%,i,-2.0%,2%
OC(c1ccc(Cl)c(F)c1)c1ncc(-c2ccc(Oc3ccccc3)cc2)[nH]1 (stereo unspecified),.,?,-1.0,.,.,-87%,?,-3.1%,.
O=C1OCc2ccc(NC(=O)C3CC3)cc21,i,-8%,-2.2,-3%,12%,-18%,i,-0.5%,-2%
CN1C=CC(=O)[C@@H](OC(=O)Nc2ccc(Br)cc2)[C@H]1c1ccccc1Br,i,-52%,0.2,-5%,-3%,7%,i,5.2%,.
Cc1cc(C)cc(NC(=O)C2CCCN(c3cnccn3)C2)c1 (stereo unspecified),.,0%,.,-9%,8%,0%,.,0.0%,.
Cc1cccc(CSc2ccc3nnc(-c4ccccn4)n3n2)c1,i,21%,-3.1,2%,1%,-20%,i,0.0%,-1%
COc1cc2c(cc1OC)CN(C(=O)c1ccc3nc[nH]c3c1)CC2,i,-7%,-0.6,15%,-15%,-18%,i,-0.2%,-2%
